# Screening data as filed in PubChem BioAssay.
# NadD inh: inhibitors of S. aureus NadD, primary screen, biochemical, colorimetric, uHTS; inhibition, % at 20 µM; purified NadD enzyme, colorimetric absorbance read-out; AID 602399, 2012; 360,000 tested, 0.78% active; in the data active means inhibition above about 26%; further: some compounds past the cut are filed as inactive
# STEP inh: STEP phosphatase inhibitors, primary screen, biochemical, fluorescence intensity, uHTS | 360,000 tested, 0.25% active | recombinant STEP, OMFP fluorogenic substrate | Tyrosine-protein phosphatase non-receptor type 5 (Homo sapiens), P54829 | inhibition, % at 20 µM;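 active means inhibition at 20 µM, scaled per plate between control wells, above about 37%, limit read from the data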;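 further: 0% = DMSO with enzyme and substrate and 100% = substrate only without enzyme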
#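 medium = Bis-Tris buffer pH 6.0, 2.5 mM DTT, 0.005% Tween 20 | test system = STEP (striatal-enriched tyrosine phosphatase) enzyme, cell-free | measure = normalized % inhibition | compound dosing = 20 µM, 1% DMSO | also added = 25 µM OMFP | schedule = reaction 20 min, ambient temperature | measured by = fluorescence read at 480 nm ex / 540 nm em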
# DNMT1 inh: human DNMT1 methyltransferase inhibitors, primary screen, biochemical, molecular beacon, fluorescence, HinP1I cleavage, uHTS | DNA (cytosine-5)-methyltransferase 1 (Homo sapiens), P26358 | inhibition (reported as % activation of signal), % at 10 µM | 360,000 tested, 0.83% active; in the data active means inhibition above about 50%
# Target sequence (P26358 504-1616 limits assumed): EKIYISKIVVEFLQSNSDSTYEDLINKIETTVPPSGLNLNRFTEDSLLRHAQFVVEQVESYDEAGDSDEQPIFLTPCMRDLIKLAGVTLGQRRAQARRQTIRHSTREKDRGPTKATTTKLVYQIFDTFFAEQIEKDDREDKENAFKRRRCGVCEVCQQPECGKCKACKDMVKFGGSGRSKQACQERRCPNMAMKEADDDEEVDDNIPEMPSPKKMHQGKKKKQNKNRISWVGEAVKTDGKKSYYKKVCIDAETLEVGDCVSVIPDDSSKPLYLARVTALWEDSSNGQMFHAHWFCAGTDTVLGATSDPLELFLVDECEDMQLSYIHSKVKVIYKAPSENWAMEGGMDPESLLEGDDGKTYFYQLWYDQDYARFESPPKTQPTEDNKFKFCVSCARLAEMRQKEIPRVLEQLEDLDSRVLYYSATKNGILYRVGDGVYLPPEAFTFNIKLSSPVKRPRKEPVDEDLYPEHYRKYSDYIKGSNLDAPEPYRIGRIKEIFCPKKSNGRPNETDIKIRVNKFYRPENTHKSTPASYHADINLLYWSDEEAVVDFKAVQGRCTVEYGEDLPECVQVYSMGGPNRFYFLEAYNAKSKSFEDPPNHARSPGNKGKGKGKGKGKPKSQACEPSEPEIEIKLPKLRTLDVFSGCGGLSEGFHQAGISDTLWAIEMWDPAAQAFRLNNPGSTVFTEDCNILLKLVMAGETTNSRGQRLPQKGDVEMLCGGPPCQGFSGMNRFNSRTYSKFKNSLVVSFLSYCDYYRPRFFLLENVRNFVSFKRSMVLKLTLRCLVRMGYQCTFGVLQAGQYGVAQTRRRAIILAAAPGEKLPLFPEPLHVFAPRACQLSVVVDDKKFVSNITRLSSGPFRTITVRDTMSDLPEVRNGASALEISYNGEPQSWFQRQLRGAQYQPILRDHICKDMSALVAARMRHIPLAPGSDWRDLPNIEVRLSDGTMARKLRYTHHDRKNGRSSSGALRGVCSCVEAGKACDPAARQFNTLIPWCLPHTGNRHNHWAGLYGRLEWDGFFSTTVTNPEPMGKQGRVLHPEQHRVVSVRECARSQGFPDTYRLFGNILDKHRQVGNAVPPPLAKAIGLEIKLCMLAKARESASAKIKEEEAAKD
# CSN deneddyl inh: inhibitors of CSN-mediated cullin deneddylation, primary screen, biochemical, fluorescence polarization, uHTS; COP9 signalosome complex subunit 5 (Homo sapiens), Q92905; Purified CSN, SCF-Nedd8-OG deneddylation; inhibition, % at 12.5 µM; 360,000 tested, 0.38% active; AID 651999, 2013;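 active means pattern-corrected inhibition above about 35%, with an unprinted fluorescence ratio check between 0.5 and 1.5, limit read from the data, passing the limit was not always enough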;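 further: 0% = enzyme with substrate and 100% = substrate without enzyme; some results filed as inactive read as strong as hits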
#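 assay system = purified human Csn5 enzyme expressed in HEK293T cells | amount = 0.24 nM enzyme | buffer or medium = Tris/NaCl/DTT buffer, pH 7.5 | reagent = 10 nM SCFSkp2-Nedd8OG | compound = one concentration, 12.5 µM, 0.25% DMSO | times = 90 min reaction at room temperature | signal = FP | read-out basis = % inhibition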
# Scp1 inh: Scp-1 phosphatase inhibitors, primary screen, biochemical, colorimetric, uHTS. Recombinant Scp1, phosphopeptide, malachite green phosphate absorbance. 340,000 tested, 0.88% active. inhibition, % at 20 µM. AID 493091, 2011;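 active means inhibition above about 50% at 20 µM, limit read from the data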;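 further: plate controls were DMSO wells with enzyme for no effect and wells lacking enzyme for full effect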
#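 Times: enzyme reaction 45 min at room temperature, colour 5 min, stabilisation 30 min. Material: SCP-1 catalytic fragment, aa 76-261. Medium: Acidic Tris acetate buffer with magnesium and detergent. Signal: colorimetric free-phosphate detection, absorbance 630 nm. Read-out basis: % inhibition of SCP-1 phosphate liberation. Reagent: Phosphorylated 17-residue peptide substrate.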
# LMPTP block: LMPTP phosphatase inhibitors, primary screen, biochemical, fluorescence intensity, uHTS. Low molecular weight phosphotyrosine protein phosphatase (Homo sapiens), P24666. recombinant LMPTP-A, OMFP fluorogenic substrate. inhibition, % at 20 µM. 360,000 tested, 0.22% active. AID 651560, 2012;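 active means compounds that cut the enzyme signal by at least half of the control window in the single-dose screen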;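 further: plate controls were DMSO wells with enzyme plus substrate for no effect and substrate without enzyme for full effect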
#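 Buffer or medium: Bis-Tris pH 6.0, DTT, detergent; Assay system: LMPTP-A enzyme; Quantity: 0.625 nM enzyme; Detection: endpoint fluorescence intensity; Times: 50 min dark incubation at room temperature; Controls: substrate-only low control, DMSO enzyme-plus-substrate high control; Doses: single 20 µM dose; Read-out: percent inhibition versus substrate-only and uninhibited controls; Reagent: 400 µM OMFP.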
# Tb MetRS inh: T. brucei MetRS inhibitors, primary screen, biochemical, luminescence | methionyl-tRNA synthetase (Trypanosoma brucei brucei) | purified T. brucei MetRS, ATP depletion, Kinase-Glo luminescence | inhibition, % at 11.9 µM | 360,000 tested, 0.4% active | AID 624268, 2012;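 active means inhibition above a per-plate cutoff of the control wells' mean inhibition plus 3 SD, cut at about 5.5% in these data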;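 further: 0% = DMSO wells median and 100% = median of wells with control inhibitor compound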
#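 Test system – parasite MetRS enzyme · Reagent – substrates ATP, L-methionine and bulk Escherichia coli tRNA · Doses – 11.9 µM compound single dose, 0.9% DMSO · Times – 15 min enzyme-compound preincubation, 2 h reaction, 10 min detection, 25 °C · Signal – Kinase-Glo luminescence, ATP depletion format · Controls – DMSO-only wells as low control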
# MsrA inh: bovine MsrA enzyme inhibitors, primary screen, biochemical, absorbance, HTS; purified bovine MsrA, absorbance read-out; AID 651718, 2012; 360,000 tested, 0.75% active; inhibition, % at 15.5 µM; in the data active means inhibition above about 4.5%;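 further: 0% = vehicle wells with enzyme and 100% = reference inhibitor wells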
# Rpn11 block: Rpn11 (PSMD14) deubiquitinase inhibitors, primary screen, biochemical, fluorescence polarization, uHTS. 26S proteasome non-ATPase regulatory subunit 14 (Homo sapiens), O00487. human 26S proteasome, Ub4-pepOG fluorescence polarization; 20S core pre-blocked with epoxomicin. calls only at 20 µM. 360,000 tested, 0.59% active. AID 588493, 2011;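 active means inhibition at 20 µM, scaled to each plate's controls, above about 33%, limit read from the data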
# SUMO1 PPI mod: modulators of SUMO1 protein-protein interactions, primary screen, biochemical, uHTS. inhibition, % at 20 µM. 360,000 tested, 0.33% active. SUMO1 binding to a labelled peptide, TR-FRET, 1 h; in the data active means inhibition above about 37%
# Starred values were filed as active, the others as inactive; i = inactive; . = not tested or not shown.
SMILES,NadD inh,STEP inh,DNMT1 inh,CSN deneddyl inh,Scp1 inh,LMPTP block,Tb MetRS inh,MsrA inh,Rpn11 block,SUMO1 PPI mod
O=C(O)c1cnn2c(C(F)(F)F)cc(-c3ccccc3)nc12,-3,6,0,-3,-8,-1.2,-1.1,2.7,i,-21
NS(=O)(=O)c1ccc(CNC(=O)/C=C/c2c(F)cccc2Cl)cc1,-1,2,0,-2,-9,-0.8,-0.5,0.8,i,-8
CCC(Sc1nncn1C)C(=O)Nc1nnc(-c2ccc(Cl)cc2)s1 (configuration not stated),5,-1,1,0,-1,0.4,1.9,1.7,i,0
O=C(CSc1nncs1)NNC(=O)c1ccccc1Br,3,0,3,0,-1,-0.4,-0.3,-0.9,i,-5
O=C(CCC(=O)Nc1ccc(Br)cc1)N/N=C/c1ccccc1O,-5,4,-1,2,-15,1.5,0.8,1.2,i,4
CCc1ccc(NC(=O)CSc2nnc(C)c(=O)n2N)cc1,-4,-3,3,1,-5,-1.5,-0.1,-0.1,i,-1
O=C(NC1=NCCS1)c1cc(-c2cccs2)nc2ccccc12,2,-2,-2,-2,-2,1.6,-0.5,1.8,i,-21
O=c1[nH]c2cc(NCCO)c([N+](=O)[O-])cc2[nH]1,-14,2,-1,5,-7,0.8,-0.6,2.1,i,-30
CCNC(=O)CN(c1ccc(C)cc1)S(=O)(=O)c1ccccc1,7,0,5,-3,2,-0.1,-0.5,-1.1,i,-2
CCC(=O)Nc1nc(C)c(-c2csc(Nc3ccccn3)n2)s1,2,-1,-4,6,3,-0.5,-1.1,1.0,i,-15
CCOC(=O)c1ccc(NC(=O)C(=O)NCC2CCCO2)cc1 (configuration not stated),0,1,2,-3,0,-0.9,-1.1,0.9,i,-5
O=c1c2ccccc2nnn1CSc1nnc(Nc2ccccc2)s1,2,-3,21,-2,-7,-0.3,0.0,0.1,i,0
CCCn1c(C)cc(C(=O)COC(=O)c2cc(=O)[nH]c3ccccc23)c1C,4,-1,7,2,.,-1.4,-0.3,-0.7,i,-5
CCCNC(=O)c1cc(SC)ccc1Cl,0,2,1,-2,-1,0.1,-0.5,0.3,i,-2
CC(NC(=O)c1sc2ccccc2c1Cl)C1CCCO1 (configuration not stated),-3,0,0,0,-9,0.3,-0.7,-0.2,i,-1
Cc1ccc(C)c(NC(=O)CN(C)S(=O)(=O)c2ccc(F)cc2)c1,0,-1,6,1,16,8.4,-0.4,0.3,i,11
CC(=O)N/C(=C/c1ccc(OC(F)F)cc1)C(=O)O,-4,6,-2,-1,-7,-1.9,-0.9,-0.8,i,-1
O=C(NNC(=O)c1cc(OCC(F)(F)F)ccc1OCC(F)(F)F)c1ccc(Cl)c(Cl)c1,-6,2,-5,-1,-13,0.8,0.8,-0.1,i,2
O=C(COc1cccnc1[N+](=O)[O-])Nc1ccc2c(c1)OC(F)(F)O2,-1,-4,2,-16,-7,-0.2,0.3,0.3,i,-16
Cc1ccnc(SCCn2c(N3CCC(C)CC3)nc3c2c(=O)n(C)c(=O)n3C)n1,6,1,-5,7,-10,-0.8,-1.2,-0.7,i,3

# Taken from above.
# CCC(Sc1nncn1C)C(=O)Nc1nnc(-c2ccc(Cl)cc2)s1 (configuration not stated) – SUMO1 PPI mod = 0
# CCc1ccc(NC(=O)CSc2nnc(C)c(=O)n2N)cc1 – DNMT1 inh = 3

# Next section:
SMILES,NadD inh,STEP inh,DNMT1 inh,CSN deneddyl inh,Scp1 inh,LMPTP block,Tb MetRS inh,MsrA inh,Rpn11 block,SUMO1 PPI mod
CN(C)c1cccc(C(=O)OCCNC(=O)c2cccc(S(=O)(=O)N3CCOCC3)c2)c1,-7,3,-2,-1,8,0.2,-0.2,1.0,i,-1
COC(=O)c1ccc(NC(=O)CN2CCN(c3ccccc3C)CC2)cc1,-7,-2,-4,9,-3,-0.4,-0.6,0.0,i,1
COc1cc(C)c(NC(=S)Nc2ccc(Cl)c(Cl)c2)cc1OC,3,-2,-2,-10,3,-1.9,-0.7,0.7,i,2
CC1(C)Cc2cccc(OCC(=O)NCc3cccs3)c2O1,-2,0,0,-4,3,-0.5,-0.3,-0.8,i,1
N#CN1CCC(NS(=O)(=O)c2ccc(C(F)(F)F)cc2)CC1,4,2,1,-4,-5,0.1,0.3,0.8,i,-5
O=C(NC1CCCCC1)c1ccc(Cn2cc(Br)cn2)o1,-3,0,2,-1,-7,-1.3,-0.1,0.0,i,-2
C[C@@H]1CN([C@@H](C)CO)C(=O)CCCn2cc(nn2)CO[C@H]1CN(C)S(=O)(=O)c1ccc(-n2cccn2)cc1,-5,-1,2,0,.,-1.8,-0.5,-0.5,i,-2
COC(=O)CNC(=O)c1cccs1,1,6,-2,2,3,-0.1,-0.6,-1.5,i,-4
O=C1C(=Cc2ccc(Cl)cc2)CCc2ccccc21,0,3,8,2,.,2.4,-0.3,1.1,i,-9
CC1(C)C(c2cccs2)=[N+]([O-])C2(CCCCC/C2=N\NC(N)=O)N1O (configuration not stated),0,-4,1,-3,-15,0.8,-0.7,1.8,i,-4
Cc1cnc(C(=O)OCC(=O)NCCc2ccccc2)cn1,6,-1,-11,2,-3,-0.5,-0.6,-0.6,i,-1
CCOC(=O)c1cc(C#N)c(SCC(N)=O)[nH]c1=O,-5,0,10,-3,15,11,-0.5,3.8,i,7
Cc1ccc(NC(=S)NC(=O)c2cncc(Br)c2)c(C)c1,-4,1,-6,1,-4,0.5,0.1,-0.8,i,1
CC1=CC2=NC(=O)CC(C)(C(=O)N(CC(=O)NC3CCCC3)Cc3ccccc3)N2C=C1 (configuration not stated),-6,0,0,-3,-5,3.4,-0.2,1.7,i,0
CC(C)N(C(=O)[C@H]1C[C@H](CC(=O)NCCCN(C)C)C(=O)N2CCc3c([nH]c4ccc(Cl)cc34)[C@]12C)C(C)C,-5,-2,1,-4,14,-9.2,-2.6,-1.0,i,-12
O=C(COC(=O)CCC(=O)c1cccs1)NC(=O)c1ccc(OC(F)F)cc1,0,0,-4,22,-6,2.4,-0.6,0.9,i,5
CN(C(=O)CN(C)S(=O)(=O)c1ccc(F)cc1)c1c(N)n(Cc2ccccc2)c(=O)[nH]c1=O,-4,-5,1,-2,5,-0.4,-0.6,0.4,i,2
Cc1cc2cc(CNC(=O)c3ccc(Br)o3)ccc2n1C,5,1,19,5,-6,1.6,0.4,0.8,i,-11
CC(=O)N1CCc2cc(S(=O)(=O)CCC(=O)N3CCN(c4ccccc4F)CC3)ccc21,7,0,3,-1,5,0.0,-0.4,-0.8,i,-4
O=C(c1cc(N2CCCCC2)nc2ccccc12)N1CCOCC1,0,-1,-1,5,0,-0.5,-1.3,0.6,i,-5
O=C(C1=C[C@H](c2ccc(C(F)(F)F)cc2)C[C@H](OCCCCO)O1)N1CCN(Cc2ccccc2)CC1,4,0,1,-4,-8,-0.9,0.0,1.2,i,-2
N#CCCNS(=O)(=O)c1ccc(C(=O)OCC(=O)Nc2ccc3c(c2)OCO3)cc1,-5,3,0,3,-12,0.3,-0.2,0.8,i,29
CN(C)/N=C1\C(=O)N(CN2CCN(c3ccccc3)CC2)c2ccccc21,3,0,-2,3,-2,0.5,-0.1,2.4,i,-15
COc1cc(OC)c2c(-c3cccc(/C=C/c4ccc(F)cc4)c3)cc(=O)oc2c1,5,3,4,-3,-12,3.6,0.8,.,i,3
COCC1CCCCC1OS(N)(=O)=O (configuration not stated),-6,-1,2,2,-7,-0.4,0.0,0.5,i,1
OCCC1CN(Cc2nc3ccccc3s2)CCN1CCc1ccccc1 (configuration not stated),-3,1,-1,2,-15,-1.5,0.4,-0.1,i,-1
O=C(Nc1ccc(Br)cc1)c1ccc(Br)c(S(=O)(=O)Nc2cccnc2)c1,13,-2,-8,-1,-4,1.0,0.3,-0.3,i,31
CC(=O)Nc1c(Cl)n(C(C)=O)c2ccccc12,5,-2,-6,1,0,-0.9,-0.9,0.1,i,-2
CCC(OC(=O)C(CC(C)C)NC(=O)c1ccccc1)C(=O)Nc1nnc(C)s1 (configuration not stated),3,4,0,-1,-6,0.0,-0.3,0.3,i,3
Nc1nc(NCC2CCCO2)nc(Nc2ccccc2)c1[N+](=O)[O-] (configuration not stated),4,5,2,2,-8,0.3,-0.1,2.5,i,-16
CCOc1ccccc1Nc1nc(N2CCCC2)nc(N2CCOCC2)n1,-2,3,-3,0,5,2.2,0.0,-0.4,i,5
Cc1nn(CCOc2ccccc2)c(=O)n1-c1ccccc1F,5,2,-3,-2,-6,-0.3,-0.7,-0.8,i,0
CC(=O)NC(c1ccccc1)c1cc([N+](=O)[O-])c2cccnc2c1O (configuration not stated),11,8,-5,-1,-14,7.3,0.1,1.7,i,-33
N#Cc1ccc(S(=O)(=O)N2CCN(CN3C(=O)CC4(CCCC4)C3=O)CC2)cc1,3,0,5,1,.,-1.8,0.7,-0.8,i,6
COCCNC(=O)c1onc(CSc2ccc(F)cc2)c1C(=O)NCCOC,-4,-2,7,3,-8,-0.9,-0.2,-2.3,i,-6
O=c1c2c3c(sc2[nH]c(=S)n1Cc1ccco1)CCC3,21,26,83*,45*,27,13,-0.1,2.6,i,43*

# Only CSN deneddyl inh and DNMT1 inh, for two of the compounds above:
mol	CSN deneddyl inh	DNMT1 inh
CCC(OC(=O)C(CC(C)C)NC(=O)c1ccccc1)C(=O)Nc1nnc(C)s1 (configuration not stated)	-1	0
Nc1nc(NCC2CCCO2)nc(Nc2ccccc2)c1[N+](=O)[O-] (configuration not stated)	2	2
